TDP1 block – TDP1 (human) enzyme inhibition. Q9NUW8. Potency, µM (series often up to 130 µM), inactives show at the highest dose activity change, negative = inhibition, most hits filed as inhibitors. hit rate 0.28% among 350,000. recombinant TDP1, AlphaScreen DNA substrate cleavage; further: nearly all actives have a fitted effect of over 40% in size
Target sequence (Q9NUW8 whole entry, looked up): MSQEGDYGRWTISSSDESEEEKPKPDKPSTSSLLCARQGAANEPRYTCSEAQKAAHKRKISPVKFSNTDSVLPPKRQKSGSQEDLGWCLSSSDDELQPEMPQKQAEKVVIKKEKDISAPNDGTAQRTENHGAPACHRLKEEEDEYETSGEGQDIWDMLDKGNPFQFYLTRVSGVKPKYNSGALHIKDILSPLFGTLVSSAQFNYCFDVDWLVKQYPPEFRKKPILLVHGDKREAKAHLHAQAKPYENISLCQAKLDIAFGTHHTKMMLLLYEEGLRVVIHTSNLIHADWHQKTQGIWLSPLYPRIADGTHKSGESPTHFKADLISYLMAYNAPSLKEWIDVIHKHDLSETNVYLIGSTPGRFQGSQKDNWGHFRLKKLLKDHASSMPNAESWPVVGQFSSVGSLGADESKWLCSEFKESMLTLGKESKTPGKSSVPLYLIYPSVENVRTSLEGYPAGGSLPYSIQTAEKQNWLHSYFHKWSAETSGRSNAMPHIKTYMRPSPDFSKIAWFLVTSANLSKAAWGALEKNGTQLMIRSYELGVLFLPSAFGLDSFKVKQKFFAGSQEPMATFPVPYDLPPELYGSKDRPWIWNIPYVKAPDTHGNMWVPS
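Recombinant E. coli-expressed Tdp1 (1 nM) preincubated with compound 15 min at RT, then 5'-biotin/3'-phosphotyrosine-FITC DNA substrate (15 nM) added for 5 min. AlphaScreen beads (10 ug/ml) added, 10 min RT; tyrosine-FITC cleavage read as signal loss.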
TDP1 cell noCPT – qHTS for Inhibitors of human tyrosyl-DNA phosphodiesterase 1 (TDP1): qHTS in cells in absence of CPT; DT40 Tdp1-/- hTDP1 cells, no CPT, ATP luminescence, 48 h; Potency, µM (doses to about 46.2 µM), for the others: at the top dose activity change, negative = growth inhibition, usual class: inhibitors; hit rate 15% among 420,000; AID 686978, 2013; further: nearly all actives have a fitted effect of over 55% in size
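Growth kinetics read by CellTiter-Glo luminescence after ≥48 hr at 37 °C. Cells: DT40 Tdp1-/- stably carrying human TDP1, 400 per well, compound exposure in the absence of CPT (DMSO vehicle).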
DT40 TDP1 CPT – growth inhibition of DT40 Tdp1-/-;hTDP1 cells with camptothecin (screen for TDP1 inhibitors); AID 686979; chicken DT40 Tdp1-/-;hTDP1 cells + 20 nM CPT, ATP luminescence, 48 h; hit rate 12% among 420,000; Potency, µM (top dose mostly 46.2 µM), for the others: at the highest dose activity change, negative = growth inhibition, actives largely listed as inhibitors; further: nearly all actives have a fitted effect of over 55% in size
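Chicken DT40 Tdp1-/- cells complemented with human TDP1, 400 cells/well, exposed to compounds plus 20 nM camptothecin for at least 48 h at 37 C; viability read as ATP content by CellTiter-Glo luminescence.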
Active calls of the source: *; ? = inconclusive; / = no result given; [ ] = dose if it differs, or a comment. The call rests on the fitted dose curve; in most records, active means well fitted curve in the direction sought with a large enough effect; inconclusive means small, poorly fitted or top-dose-only effect, or another doubt; inactive means no such curve, though single readings can be large; an effect the other way counts as inactive or inconclusive. On the % scale 0 is the no-effect control and ±100 the full control effect; potency means the concentration at half of the fitted maximal effect.

Cc1c(NC(=O)c2ccc(S(=O)(=O)Nc3ccccc3F)cc2)c(=O)n(-c2ccccc2)n1C
  TDP1 block: 0%
  TDP1 cell noCPT: 2%
  DT40 TDP1 CPT: 0%
CSc1ccc(C(=S)N2CCN(Cc3ccccc3)CC2)cc1
  TDP1 block: 10%
  TDP1 cell noCPT: ?
  DT40 TDP1 CPT: -21%
Cc1ccn2c(=O)nc(SCC(=O)NCc3ccccc3Cl)nc2c1
  TDP1 block: /
  TDP1 cell noCPT: 11%
  DT40 TDP1 CPT: -13%
C#CCSc1nnc(-c2cc3c(C(F)(F)F)nn(C)c3s2)n1C
  TDP1 block: 2%
  TDP1 cell noCPT: -4%
  DT40 TDP1 CPT: -1%
Cc1cccc(CN2CCc3c([nH]c4ccccc34)C2)c1
  TDP1 block: /
  TDP1 cell noCPT: 18µM*
  DT40 TDP1 CPT: 21µM*
CCOc1cc(C(=O)NCc2ccncc2)cc(OCC)c1OCC
  TDP1 block: 0%
  TDP1 cell noCPT: 2%
  DT40 TDP1 CPT: -26%
COCCCn1c(CCC(=O)O)ccc1-c1cccs1
  TDP1 block: 2%
  TDP1 cell noCPT: -26%
  DT40 TDP1 CPT: -16%
Cc1cc2ncn(S(=O)(=O)c3ccc(S(=O)(=O)N4CCOCC4)cc3)c2cc1C
  TDP1 block: 3%
  TDP1 cell noCPT: -28%
  DT40 TDP1 CPT: ?
O=[N+]([O-])c1cccc2nc(-c3ccccc3)c(-c3ccccc3)nc12
  TDP1 block: /
  TDP1 cell noCPT: ?
  DT40 TDP1 CPT: ?
Cc1ccc(N(CN2CCCC2=O)C(=O)c2ccccc2)cc1
  TDP1 block: 5%
  TDP1 cell noCPT: 13µM*
  DT40 TDP1 CPT: 13µM*

Cc1ccc(S(=O)(=O)c2cn(Cc3ccc(F)cc3)c3cc(N4CCCC4)c(F)cc3c2=O)cc1
  TDP1 block: 1%
  TDP1 cell noCPT: ?
  DT40 TDP1 CPT: ?
CC1CCCC(NC(=O)CCCn2c(=O)[nH]c3cc(Cl)ccc3c2=O)C1C (stereo not drawn)
  TDP1 block: -5%
  TDP1 cell noCPT: -12%
  DT40 TDP1 CPT: -18%
COc1ccc(C(C(=O)NC(C)(C)C)N(C(=O)CCC(=O)Nc2ccccn2)C2CCCCC2)cc1 (stereo not drawn)
  TDP1 block: 1%
  TDP1 cell noCPT: -29%
  DT40 TDP1 CPT: ?
CN1CCCC1CCNc1ccc2sc3ccccc3c(=O)c2c1 (stereo not drawn)
  TDP1 block: /
  TDP1 cell noCPT: ?
  DT40 TDP1 CPT: ?
Cc1ccc(Nc2ccc(N3CCN(C(=O)c4ccc([N+](=O)[O-])cc4)CC3)nn2)cc1
  TDP1 block: 8%
  TDP1 cell noCPT: 23µM*
  DT40 TDP1 CPT: ?
CCOC(=O)c1c(C)[nH]c(C(=O)COc2ccc3ccc(=O)oc3c2)c1C
  TDP1 block: 22µM*
  TDP1 cell noCPT: -24%
  DT40 TDP1 CPT: ?
O=C(CNC(=O)c1ccc2c(c1)OCCO2)N/N=C/c1ccc(O)cc1O
  TDP1 block: 8%
  TDP1 cell noCPT: 18µM*
  DT40 TDP1 CPT: ?
Nc1ccc(-c2nc3cc(N)ccc3n2CCO)cc1
  TDP1 block: /
  TDP1 cell noCPT: -10%
  DT40 TDP1 CPT: 0%
CCC/C=C/c1ccc(CN2C(C)C(=O)N(Cc3cn(CCC4OCCO4)nn3)CCS2(=O)=O)cc1 (stereo not drawn)
  TDP1 block: /
  TDP1 cell noCPT: 15µM*
  DT40 TDP1 CPT: ?
O=C(Nc1ccc(Br)cc1F)c1cc(S(=O)(=O)NCc2ccc(F)cc2)ccc1F
  TDP1 block: 3%
  TDP1 cell noCPT: ?
  DT40 TDP1 CPT: -11%

COc1ccccc1CNc1ccc2c(c1)CCC2
  TDP1 block: /
  TDP1 cell noCPT: 10µM*
  DT40 TDP1 CPT: 4.6µM*
Cc1ccc(N2C(=O)CCSC23C(=O)N(Cc2ccccc2)c2ccccc23)cc1 (stereo not drawn)
  TDP1 block: 4%
  TDP1 cell noCPT: 16µM*
  DT40 TDP1 CPT: ?
Cc1ccc(N2Cc3ccccc3C2=S)cc1
  TDP1 block: 0%
  TDP1 cell noCPT: 5%
  DT40 TDP1 CPT: 8%
O=S(=O)(c1ccccc1)c1nc(-c2cccc(Cl)c2)oc1N1CCOCC1
  TDP1 block: 9%
  TDP1 cell noCPT: 18µM*
  DT40 TDP1 CPT: ?
CC1=C(C(=O)N(C)Cc2ccccc2)C2(CCC(C)CC2)OC1=O (stereo not drawn)
  TDP1 block: 0%
  TDP1 cell noCPT: ?
  DT40 TDP1 CPT: ?
Cc1ccccc1Cn1c(=O)n(Cc2ccc(Cl)cc2)c(=O)c2cccnc21
  TDP1 block: -6%
  TDP1 cell noCPT: 16µM*
  DT40 TDP1 CPT: 15µM*
Cc1ccc(-n2ncc3c2ncn2c(C)nnc32)cc1C
  TDP1 block: -2%
  TDP1 cell noCPT: -12%
  DT40 TDP1 CPT: -6%
O=[N+]([O-])c1ccccc1S(=O)(=O)N1CCN(c2ccc(F)cc2)CC1
  TDP1 block: 7%
  TDP1 cell noCPT: -25%
  DT40 TDP1 CPT: 10%
Cc1cnc(C)c(-c2cc(F)cc3c2OC(CNC(=O)CN2CCCC2)C3)n1 (stereo not drawn)
  TDP1 block: /
  TDP1 cell noCPT: -17%
  DT40 TDP1 CPT: 9%
CC(=O)Nc1ccc(S(=O)(=O)N2CCN(C(=O)Cc3ccccc3)CC2)cc1
  TDP1 block: -5%[56.1 µM]
  TDP1 cell noCPT: ?
  DT40 TDP1 CPT: 12µM*

O=C(NC1CCCCC1)N(c1ccccc1)c1nnc(-c2cccc([N+](=O)[O-])c2)s1
  TDP1 block: /
  TDP1 cell noCPT: 12µM*
  DT40 TDP1 CPT: 26µM*
O=C(NC1CCCc2ccccc21)c1ccc(=O)[nH]c1 (stereo not drawn)
  TDP1 block: 5%
  TDP1 cell noCPT: -6%
  DT40 TDP1 CPT: 5%
O=S(=O)(NCc1cccnc1)c1ccc(Cl)c(Cl)c1Cl
  TDP1 block: 4%
  TDP1 cell noCPT: ?
  DT40 TDP1 CPT: -28%
N#CCCn1c(=O)c(-c2cc(F)cc(F)c2)nc2cnc(OCc3ccccc3)nc21
  TDP1 block: /
  TDP1 cell noCPT: ?
  DT40 TDP1 CPT: -26%
CSc1nc(-c2ccccc2)nc(NC(=O)c2ccccc2)c1C(C)=O
  TDP1 block: -2%
  TDP1 cell noCPT: ?
  DT40 TDP1 CPT: ?
COc1ccc(-c2nc(-c3cccs3)c(-c3cccs3)[nH]2)cc1OC
  TDP1 block: 8%
  TDP1 cell noCPT: 16µM*
  DT40 TDP1 CPT: ?
Cc1ccc(S(=O)(=O)Cc2ccc(C(=O)NCc3ccc4c(c3)OCO4)o2)cc1
  TDP1 block: -5%
  TDP1 cell noCPT: -28%
  DT40 TDP1 CPT: ?
O=C(O)COCC(=O)NCc1csc2ccccc12
  TDP1 block: 3%
  TDP1 cell noCPT: 9%
  DT40 TDP1 CPT: -1%
CCOc1ccc(S(=O)(=O)Nc2cc3c(C(=O)OCc4ccccc4)c(C)oc3c3ccccc23)cc1
  TDP1 block: /
  TDP1 cell noCPT: 29µM*
  DT40 TDP1 CPT: 12µM*
CCC(=O)NCCc1cc2ccc(C)cc2[nH]c1=O
  TDP1 block: 4%
  TDP1 cell noCPT: -2%
  DT40 TDP1 CPT: -1%

C=C(c1ccc(OC)cc1)c1ccc(OC)cc1
  TDP1 block: 2%
  TDP1 cell noCPT: ?
  DT40 TDP1 CPT: ?
O=S(=O)(NCC1CCCO1)c1ccc(Cl)c2ccccc12 (stereo not drawn)
  TDP1 block: /
  TDP1 cell noCPT: ?
  DT40 TDP1 CPT: ?
Cc1ccc(S(=O)(=O)c2nc(S(C)(=O)=O)sc2N2CCCCC2C)cc1 (stereo not drawn)
  TDP1 block: 0%
  TDP1 cell noCPT: ?
  DT40 TDP1 CPT: ?
O=C(C1CCN(S(=O)(=O)c2ccccc2F)CC1)N1CCN(Cc2ccc3c(c2)OCO3)CC1
  TDP1 block: 5%
  TDP1 cell noCPT: ?
  DT40 TDP1 CPT: 21µM*
Cc1ccc(-n2c(O)c(/C=N/NC(=O)C3COc4ccccc4O3)c3ccccc3c2=O)cc1 (stereo not drawn)
  TDP1 block: 10%
  TDP1 cell noCPT: 26µM*
  DT40 TDP1 CPT: ?
C=C(C)COc1ccc(-c2nc(N)ncc2-c2ccc(Cl)cc2)c(O)c1
  TDP1 block: /
  TDP1 cell noCPT: ?
  DT40 TDP1 CPT: 23µM*
Cc1ccc(-c2ccc(CN3C(C(C)C)C(=O)N(Cc4cn(CCC5OCCO5)nn4)CCS3(=O)=O)cc2)c(C)c1 (stereo not drawn)
  TDP1 block: /
  TDP1 cell noCPT: 18µM*
  DT40 TDP1 CPT: 9.2µM*

By substructure: the entries above with four or more nitrogen atoms.
Cc1c(NC(=O)c2ccc(S(=O)(=O)Nc3ccccc3F)cc2)c(=O)n(-c2ccccc2)n1C
  TDP1 block: 0%
  TDP1 cell noCPT: 2%
  DT40 TDP1 CPT: 0%
Cc1ccn2c(=O)nc(SCC(=O)NCc3ccccc3Cl)nc2c1
  TDP1 block: /
  TDP1 cell noCPT: 11%
  DT40 TDP1 CPT: -13%
C#CCSc1nnc(-c2cc3c(C(F)(F)F)nn(C)c3s2)n1C
  TDP1 block: 2%
  TDP1 cell noCPT: -4%
  DT40 TDP1 CPT: -1%
COc1ccc(C(C(=O)NC(C)(C)C)N(C(=O)CCC(=O)Nc2ccccn2)C2CCCCC2)cc1 (stereo not drawn)
  TDP1 block: 1%
  TDP1 cell noCPT: -29%
  DT40 TDP1 CPT: ?
Cc1ccc(Nc2ccc(N3CCN(C(=O)c4ccc([N+](=O)[O-])cc4)CC3)nn2)cc1
  TDP1 block: 8%
  TDP1 cell noCPT: 23µM*
  DT40 TDP1 CPT: ?
Nc1ccc(-c2nc3cc(N)ccc3n2CCO)cc1
  TDP1 block: /
  TDP1 cell noCPT: -10%
  DT40 TDP1 CPT: 0%
CCC/C=C/c1ccc(CN2C(C)C(=O)N(Cc3cn(CCC4OCCO4)nn3)CCS2(=O)=O)cc1 (stereo not drawn)
  TDP1 block: /
  TDP1 cell noCPT: 15µM*
  DT40 TDP1 CPT: ?
Cc1ccc(-n2ncc3c2ncn2c(C)nnc32)cc1C
  TDP1 block: -2%
  TDP1 cell noCPT: -12%
  DT40 TDP1 CPT: -6%
Cc1cnc(C)c(-c2cc(F)cc3c2OC(CNC(=O)CN2CCCC2)C3)n1 (stereo not drawn)
  TDP1 block: /
  TDP1 cell noCPT: -17%
  DT40 TDP1 CPT: 9%
O=C(NC1CCCCC1)N(c1ccccc1)c1nnc(-c2cccc([N+](=O)[O-])c2)s1
  TDP1 block: /
  TDP1 cell noCPT: 12µM*
  DT40 TDP1 CPT: 26µM*
N#CCCn1c(=O)c(-c2cc(F)cc(F)c2)nc2cnc(OCc3ccccc3)nc21
  TDP1 block: /
  TDP1 cell noCPT: ?
  DT40 TDP1 CPT: -26%
Cc1ccc(-c2ccc(CN3C(C(C)C)C(=O)N(Cc4cn(CCC5OCCO5)nn4)CCS3(=O)=O)cc2)c(C)c1 (stereo not drawn)
  TDP1 block: /
  TDP1 cell noCPT: 18µM*
  DT40 TDP1 CPT: 9.2µM*

Assay outcomes: PubChem BioAssay, National Center for Advancing Translational Sciences (NCATS)
